Compound activity from PubChem BioAssay.
HIF-2a block = blocks HIF-2a reporter activity. 786-0 RCC cells HIF-2a reporter, luciferase luminescence, overnight. inhibition, % at 18.8 µM. actives 0.72% (n = 360,000). AID 624352;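 active = inhibition of the luminescence signal of 40% or more relative to plate controls, in a single-dose primary screen at 18.75 µM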
Cardio protect = protects H9c2 cardiomyocytes from peroxide injury; actives 0.63% (n = 360,000); H2O2 injury protection, ATPLite, 2 h; protection from H2O2 cell death, % at 20 µM; AID 588492;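 active = compounds giving at least 50% protection of heart cells from peroxide-induced death in the single-dose screen, raw or plate-pattern-corrected value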;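 note: 0% = DMSO wells with peroxide and 100% = DMSO wells without peroxide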
PDI inh = PDI (human) enzyme inhibition | PDI insulin aggregation turbidity, A650, 90 min | inhibition, % at 10 µM | actives 0.052% (n = 350,000);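 active = mean inhibition across replicates of 30% or more, whatever share of single replicates reach that level; inconclusive = mean inhibition below 30% while every single replicate reaches 30%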;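 note: absorbance from insulin aggregation driven by PDI reduction with DTT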
Target sequence (P07237 whole entry, looked up): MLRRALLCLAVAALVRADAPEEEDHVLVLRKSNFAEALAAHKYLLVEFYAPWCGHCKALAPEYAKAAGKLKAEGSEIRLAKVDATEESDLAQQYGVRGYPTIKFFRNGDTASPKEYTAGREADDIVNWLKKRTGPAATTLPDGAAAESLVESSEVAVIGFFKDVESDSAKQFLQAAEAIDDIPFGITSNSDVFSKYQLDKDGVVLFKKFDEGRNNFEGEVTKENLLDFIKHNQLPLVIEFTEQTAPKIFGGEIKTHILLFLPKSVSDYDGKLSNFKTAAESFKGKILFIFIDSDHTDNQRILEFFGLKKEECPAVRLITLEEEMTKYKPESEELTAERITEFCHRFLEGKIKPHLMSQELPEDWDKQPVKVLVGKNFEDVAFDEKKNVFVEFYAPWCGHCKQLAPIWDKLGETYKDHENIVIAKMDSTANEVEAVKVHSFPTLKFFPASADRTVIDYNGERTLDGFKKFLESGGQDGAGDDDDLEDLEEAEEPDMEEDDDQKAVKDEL
CaV13 FRET inh = Disruptors of the CACNA1D IQ motif to Ca2+-dependent inactivation inhibitor domain association, primary screening, Förster resonance energy transfer in intact living …. HEK cells, CFP/YFP FRET ICDI-IQ, plate reader, 10 min; percent FRET-ratio fall versus neutral wells. inhibition, % at 12.3 µM. actives 0.098% (n = 340,000);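 active = mean replicate inhibition of at least 30% and at least 1% of replicates passing that level; inconclusive = only one of the two criteria is met; inactive = neither criterion is met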;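 note: 0% = median of the neutral control wells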
Peg3 promoter = Peg3 promoter activity inhibition. HeLa PEG-Prom luciferase reporter, luminescence, overnight. inhibition, % at 20 µM. actives 1.7% (n = 360,000);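 active = inhibition of at least 50% at 20 µM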
Shn3 3UTR inh = Schnurri-3 reporter inhibition in Clone20 osteoblasts; Clone20 osteoblast Shn3 3'UTR firefly luciferase, 24 h; inhibition, % at 12.5 µM; actives 0.52% (n = 360,000); AID 588674;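 active = mean inhibition of at least 75% with every replicate also reaching 75%; inconclusive = mean inhibition at least 75% but some replicate below; inactive = mean inhibition below 75%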;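 note: 0% = median of neutral control wells and 100% = pilot-screen positive control compound; some compounds past the cut are filed as inactive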
hiPSC survival = increases survival of single human iPS cells | hiPSC single-cell survival, ATPlite luminescence; 100% = ROCK inhibitor wells, 0% = DMSO | survival enhancement, % at 20 µM | actives 0.044% (n = 360,000); in the data active = survival enhancement above about 18%;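 note: cells exposed to compounds for 16 hours before the ATP read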
m5-HT2A agonist = agonists of mouse serotonin 5-HT2A receptor (HTR2A); CHO-K1 mHTR2A beta-arrestin complementation, luminescence; percent of 30 µM serotonin response; actives 0.66% (n = 360,000); AID 624169; activation, % at 7.6 µM;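 active = activation above a run cutoff, the mean activation of all tested compounds plus 3 SD, cut at about 14% in these data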;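 note: 0% = plate median of compound wells and 100% = 30 µM serotonin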
TRPM1 prom inh = MITF TRPM1 promoter inhibition in SK-MEL-5 cells. inhibition, % at 12.5 µM. SK-MEL-5 TRPM1 promoter luciferase, 24 h. actives 0.83% (n = 330,000);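 active = mean inhibition across replicates of 60% or more, whatever share of single replicates reaches that level; inconclusive = some that reach 60%, reason not given; inactive = mean inhibition across replicates below 60%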; note: values of inactives mirror those of a sister screen read the other way
NR2E3 ag-1 = agonists of human nuclear receptor NR2E3. actives 0.12% (n = 320,000). GST-NR2E3/biotin-RetCOR TR-FRET, 1536-well. Q9Y5X4. inhibition of corepressor binding, % at 4.78 µM. AID 2300;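 active = percent inhibition above the cutoff of mean plus 3 SD of all tested compounds, set per screening campaign, cut at about 20% in these data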;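 note: 0% = DMSO wells and 100% = biotin wells as full block of FRET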
Target sequence (Q9Y5X4 whole entry, looked up): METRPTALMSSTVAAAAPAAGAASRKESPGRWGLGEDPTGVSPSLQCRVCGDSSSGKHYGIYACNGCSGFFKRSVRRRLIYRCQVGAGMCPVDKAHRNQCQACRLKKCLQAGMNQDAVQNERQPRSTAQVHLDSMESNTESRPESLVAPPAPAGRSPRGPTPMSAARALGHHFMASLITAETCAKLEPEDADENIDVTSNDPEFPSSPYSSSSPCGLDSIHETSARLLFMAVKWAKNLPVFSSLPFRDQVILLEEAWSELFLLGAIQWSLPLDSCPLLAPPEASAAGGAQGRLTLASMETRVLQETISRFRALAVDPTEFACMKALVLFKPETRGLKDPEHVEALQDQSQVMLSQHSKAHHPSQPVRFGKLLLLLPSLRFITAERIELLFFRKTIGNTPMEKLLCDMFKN
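Material – GST-tagged NR2E3 plus biotinylated RetCOR corepressor · Quantity – NR2E3 fusion 1.35 nM · Times – 5 h incubation at 4 °C · Medium – pH 7.5 Tris-based buffer · Technique – TR-FRET, Eu(K)-anti-GST donor, streptavidin-D2 acceptor, ex 340, em 617/671 nm · Benchmarks – high control biotin, low control 0.6% DMSO · Format – 1536-well plates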
NR2E3 ag-2 = activates human NR2E3 receptor | inhibition of corepressor binding, % at 3.98 µM | CHO-S Gal4-NCOR/VP16-NR2E3 two-hybrid, luciferase | actives 0.35% (n = 360,000) | Q9Y5X4 | AID 602229;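 active = inhibition above the mean of all tested compounds plus 3 SD, cut at about 70% in these data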;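 note: 0% = DMSO with NR2E3 transfected cells and 100% = cells lacking NR2E3 construct; higher means lower luciferase signal from less NR2E3 corepressor binding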
Numbers without * were called inactive; ? = inconclusive; . = not tested or not shown.

SMILES | HIF-2a block | Cardio protect | PDI inh | CaV13 FRET inh | Peg3 promoter | Shn3 3UTR inh | hiPSC survival | m5-HT2A agonist | TRPM1 prom inh | NR2E3 ag-1 | NR2E3 ag-2
CCN(CC(=O)Nc1cc(Cl)ccc1C)C(=O)CCOc1ccccc1C | 14.0 | -2.7 | -0.4 | -2.9 | 27.1 | 7.3 | 1.6 | -1.4 | 14.9 | -2.9 | -12.3
CC(=O)N1c2ccccc2NC2=C(C(=O)CCC2)C1c1ccco1 (centres undefined) | 6.1 | 0.2 | -4.8 | -2.1 | -11.9 | -14.4 | 0.9 | -0.2 | -2.1 | -1.2 | 1.1
Cc1ccc(-n2nnnc2SCC(=O)Nc2nc(-c3ccc(F)cc3)cs2)cc1C | 13.4 | -5.6 | 13.3 | -7.8 | 15.8 | 5.3 | -0.3 | 4.8 | 2.3 | 2.0 | 9.2
CC(=O)[C@H]1CCC2C3CC=C4C[C@@H](O)CC[C@]4(C)C3CC[C@@]21C (some centres undefined) | -1.5 | -1.3 | 2.6 | -4.4 | 22.9 | 3.8 | 1.6 | -0.6 | -11.5 | . | -44.1
CC(C)(C)c1ccc2c(c1)OC(C(=O)N/N=C\c1ccc[nH]1)CO2 (centres undefined) | -1.0 | -6.5 | -7.3 | -15.7 | 10.9 | ? | -0.6 | 5.4 | -5.1 | 2.0 | -9.7
CCn1c(SCC(=O)NCc2ccco2)nnc1C1CCCC1 | 10.0 | 3.9 | -2.4 | -5.1 | 3.4 | 15.6 | 0.6 | 2.5 | 2.7 | 0.8 | -14.3
O=C(Nc1ccc(N2CCOCC2)cc1)C1CCCCC1 | -122.0 | -4.3 | 1.6 | -7.6 | -80.0 | -28.5 | 1.2 | 0.2 | -39.2 | 4.7 | -47.6
CCCCNC(=O)[C@H]1C[C@H]1[C@@H](O)[C@H](CO)NC(=O)[C@H](COCc1ccccc1)NC(=O)OC(C)(C)C | 0.4 | 1.7 | -5.9 | -4.9 | -0.1 | -5.8 | -0.6 | 2.2 | 9.0 | -0.2 | -2.4
O=C(C1CCN(S(=O)(=O)N2CCC3(CC2)OCCO3)CC1)N1CCC(Cc2ccccc2)CC1 | -10.2 | -4.8 | 3.6 | -9.8 | 15.2 | 5.8 | -1.3 | 0.3 | 10.1 | -0.2 | 3.3
N/C(=N\O)c1ccncc1 | 26.3 | 6.6 | -0.2 | -1.9 | 17.7 | 5.2 | 0.0 | 3.9 | -14.5 | -0.4 | 29.1
CCC(=O)OC1(C)C(=O)C=C2C=C(c3ccsc3)OC=C2C1=O (centres undefined) | 25.2 | 10.1 | -1.9 | . | 6.2 | -13.2 | 6.1 | -7.5 | 9.9 | 1.6 | -8.0
COc1ccc(NC(=O)c2cccc(N3C(=O)NC4CC3(C)Oc3ccccc34)c2)cc1 (centres undefined) | 1.9 | 4.1 | -1.5 | . | 1.8 | -4.7 | 5.2 | -1.9 | -7.3 | -0.4 | -22.8
CCOc1cc(/C=C/c2ccc3cccc([N+](=O)[O-])c3n2)ccc1O | -129.9 | 26.0 | 1.5 | -2.7 | -8.9 | 11.0 | 0.5 | -3.5 | -1.4 | 2.0 | -11.9
COc1ccc(S(=O)(=O)N2CCN(CCOc3ccccc3Cl)CC2)cc1OC | 12.8 | -17.7 | 6.7 | -6.1 | 9.5 | 8.7 | -0.4 | -2.9 | 10.6 | 2.0 | 27.9
CCCNC(=O)C1(C)CCCN(C/C=C/c2ccccc2)C1 (centres undefined) | -9.6 | 2.0 | -40.5 | -6.9 | 0.3 | -40.2 | -0.3 | -4.7 | . | . | -4.7
O=[N+]([O-])c1ccc(S(=O)(=O)N2CCN(c3ccnc4cc(Cl)ccc34)CC2)cc1 | -14.3 | 4.8 | -10.9 | . | 9.7 | 4.0 | 0.2 | -2.6 | 17.6 | 0.8 | -18.9
CCC(C)[C@H](NC(=O)OC(C)(C)C)C(=O)N/N=C/C1=Cc2ccccc2OC1 (some centres undefined) | -26.6 | 4.2 | 7.3 | -7.0 | -4.6 | 25.2 | 5.6 | 0.4 | 4.2 | 4.0 | 3.1
Clc1ccccc1C1=Nn2c(nnc2-c2ccncc2)SC1 | 1.6 | 10.2 | 5.2 | -3.8 | 1.7 | 0.3 | 1.3 | -5.3 | -17.5 | 0.4 | -24.0
O=C1CN(C(=O)COC(=O)c2ccc([N+](=O)[O-])o2)c2ccccc2N1 | -8.9 | 23.4 | 26.3 | -3.3 | 2.9 | -17.9 | 1.9 | 5.4 | 56.8 | -1.1 | 31.1
CCO[C@H]1OC(C(=O)N2CCCCCCC2)=C[C@@H](c2coc3ccccc3c2=O)[C@@H]1CCCO | 10.3 | 4.1 | -5.7 | -4.4 | 11.0 | 13.1 | 4.1 | 2.5 | 3.2 | -0.2 | 6.7
COc1ccc(S(=O)(=O)N2CCOC2CNC(=O)C(=O)NCCc2ccccc2OC)cc1 (centres undefined) | 4.6 | -5.1 | . | -3.2 | 6.8 | 29.3 | 3.3 | 11.3 | . | -2.6 | -7.1
CCC(C(=O)OCC(=O)Nc1cc(C)ccc1OC)c1ccccc1 (centres undefined) | 9.2 | -4.8 | -12.7 | -5.1 | -4.9 | 2.9 | 1.3 | 4.2 | -3.6 | 3.2 | 19.8
COc1ccc(C(=O)NCC(=O)N2CCN(C(=O)c3ccco3)CC2)cc1 | 4.8 | 0.9 | 7.4 | -2.7 | 5.9 | -6.9 | 0.8 | -6.4 | -4.0 | -1.3 | -7.5
N/C(=N\OC(=O)Cc1ccccc1)c1ccc([N+](=O)[O-])cc1 | -96.2 | 0.0 | 0.7 | -4.3 | -34.6 | -22.7 | 1.2 | -4.8 | -5.1 | -1.9 | -34.0
Cc1cc(Cl)cc(Cl)c1OCCOCCN(C)C | 13.6 | -4.5 | 0.4 | -3.2 | 13.2 | -1.1 | -2.2 | -1.9 | 3.0 | 1.1 | 5.0

Molecules shown so far with an aryl thioether with sulfur outside any ring (2):
SMILES | HIF-2a block | Cardio protect | PDI inh | CaV13 FRET inh | Peg3 promoter | Shn3 3UTR inh | hiPSC survival | m5-HT2A agonist | TRPM1 prom inh | NR2E3 ag-1 | NR2E3 ag-2
Cc1ccc(-n2nnnc2SCC(=O)Nc2nc(-c3ccc(F)cc3)cs2)cc1C | 13.4 | -5.6 | 13.3 | -7.8 | 15.8 | 5.3 | -0.3 | 4.8 | 2.3 | 2.0 | 9.2
CCn1c(SCC(=O)NCc2ccco2)nnc1C1CCCC1 | 10.0 | 3.9 | -2.4 | -5.1 | 3.4 | 15.6 | 0.6 | 2.5 | 2.7 | 0.8 | -14.3

Continued:
SMILES | HIF-2a block | Cardio protect | PDI inh | CaV13 FRET inh | Peg3 promoter | Shn3 3UTR inh | hiPSC survival | m5-HT2A agonist | TRPM1 prom inh | NR2E3 ag-1 | NR2E3 ag-2
O=C(Cc1n[nH]c(=O)c2ccccc12)Nc1cc(Cl)ccc1-n1cncn1 | 9.2 | 17.7 | -3.1 | -1.6 | 2.2 | 0.1 | -0.2 | 0.8 | 16.4 | -1.2 | 1.3
Cc1cccc(-c2sc(Nc3ccccc3)n[n+]2-c2ccc(F)cc2)c1 | -95.9 | 0.5 | 2.3 | -3.8 | -64.7 | -20.9 | -1.7 | 4.9 | -20.3 | 1.0 | -1.3
COc1ccc(CN2CCCC(N3CCc4ccccc4C3)C2)c(O)c1 (centres undefined) | 12.6 | 0.7 | 1.5 | -4.7 | 7.4 | 6.2 | -0.6 | -0.8 | 5.6 | 3.5 | -8.0
N#CC(CCc1ccc([N+](=O)[O-])cc1)(CCc1ccc([N+](=O)[O-])cc1)C(N)=O | 14.0 | -5.9 | 1.8 | -11.0 | 31.7 | 4.3 | -2.7 | -1.9 | 19.1 | . | 20.3
O=C(CN1C(=O)c2ccc([N+](=O)[O-])cc2C1=O)Nc1ccccc1N1CCCC1 | 21.6 | 3.5 | 4.1 | -5.7 | -19.4 | 8.0 | 0.1 | -3.5 | 6.0 | 1.8 | -1.6
S=c1nc(NCCc2ccccc2Cl)c2ccccc2[nH]1 | -224.7 | -2.1 | -5.3 | -19.4 | -173.3 | -48.6 | 1.1 | 0.9 | -119.3 | . | -3.1
Nc1cc(N)nc(CS)n1 | 11.2 | -1.7 | 7.6 | -6.0 | 1.8 | 4.2 | 0.2 | 6.0 | 3.7 | -0.5 | -16.5
CC(C)C[C@H]1CN(CCCC[C@H]2CNC(=O)C(=O)N2CCC2CCCCC2)C(=O)C(=O)N1CC1CCCCC1 | -3.0 | . | . | -4.1 | . | . | -1.1 | 2.9 | . | . | -24.1
COc1ccc(NC(=O)NCc2ccncc2)c(OC)c1 | 6.6 | 4.6 | 0.2 | -4.6 | 4.7 | -9.4 | -3.0 | -0.2 | 5.6 | -1.1 | -15.7
COC(=O)c1ccccc1S(=O)(=O)N1CCC(C(=O)NC2CCCCC2)CC1 | -7.1 | 0.4 | -0.1 | -2.2 | -6.8 | 12.3 | 1.0 | 7.4 | 1.6 | 1.9 | 12.9
CC(C)N1CCC(=NNc2ccc(S(=O)(=O)N3CCOCC3)cc2[N+](=O)[O-])CC1 | 4.8 | 2.4 | -20.1 | -3.3 | 20.5 | 8.0 | -1.8 | -0.1 | 5.7 | -0.4 | -18.2
Nc1ccc(S(N)(=O)=O)cc1 | 5.1 | 12.7 | -9.1 | -4.6 | 8.3 | -10.0 | -2.2 | -3.0 | 4.5 | -4.5 | -11.7
Cc1[nH][nH]c(=O)c1C(c1ccc2c(c1)OCO2)c1c(C)[nH][nH]c1=O | 10.5 | 22.7 | -4.0 | 1.9 | -6.0 | -14.3 | 4.4 | 1.1 | -0.7 | 0.8 | -4.3
CCOC(=O)c1ccc(-c2ccc(/C=N/NC(=O)CN(c3cccc(C)c3)S(C)(=O)=O)o2)cc1 | -2.8 | -0.1 | 5.8 | -5.5 | -2.3 | -0.9 | -0.6 | 2.4 | -6.8 | 0.6 | -25.0
CCN(CC)C(=O)CSc1nc2ccsc2c(=O)n1CCCC(=O)NCCc1ccc(S(N)(=O)=O)cc1 | 10.6 | 15.2 | -18.3 | -5.5 | 6.9 | 8.8 | 1.0 | 4.0 | 12.3 | 0.6 | -10.6
CCN(CC)S(=O)(=O)c1ccc(C(=O)NCCc2ccccn2)cc1 | -31.9 | -4.7 | -0.4 | -12.5 | -51.6 | 4.9 | -0.3 | -3.8 | 11.0 | -0.1 | -15.7
O=C(OCC(=O)N(CCc1ccccc1)Cc1ccccc1)c1ccc(F)c(S(=O)(=O)N2CCOCC2)c1 | -0.8 | -1.7 | 0.4 | -5.5 | 8.3 | 11.0 | 0.2 | -0.1 | 8.5 | . | 12.3
O=C(Cn1c(=O)oc2cc(S(=O)(=O)N3CCCC3)ccc21)N1CCCC1 | 1.0 | 3.4 | -2.0 | -6.0 | 11.6 | -12.2 | -1.3 | -6.0 | -5.7 | 2.2 | -27.1
